DNA FID counter: compounds displacing fluorescent DNA intercalator, primary screen, artefact control for HCV NS3 helicase inhibitor project, biochemical, FID fluorescence; DNA fluorescent intercalator displacement; actives 0.17% (n = 290,000); inhibition, % at 7.9 µM; in the data active = inhibition above about 37%;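 also: 0% = vehicle and 100% = reference compound; higher means more ethidium bromide displaced from hairpin DNA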
GPR7 antag: GPR7 receptor antagonists, primary screen, cell-based, fluorescence, single concentration; Neuropeptides B/W receptor type 1 (Homo sapiens), P48145; GPR7-expressing cells, fluorescence antagonist assay; inhibition, % at 4.4 µM; actives 1.1% (n = 290,000); AID 1861, 2009; in the data active = inhibition above about 16%, passing the limit was not always enough;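 also: cells stimulated with the agonist NPW; 0% = agonist with vehicle and 100% = vehicle without agonist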
Target sequence (P48145 whole entry, looked up): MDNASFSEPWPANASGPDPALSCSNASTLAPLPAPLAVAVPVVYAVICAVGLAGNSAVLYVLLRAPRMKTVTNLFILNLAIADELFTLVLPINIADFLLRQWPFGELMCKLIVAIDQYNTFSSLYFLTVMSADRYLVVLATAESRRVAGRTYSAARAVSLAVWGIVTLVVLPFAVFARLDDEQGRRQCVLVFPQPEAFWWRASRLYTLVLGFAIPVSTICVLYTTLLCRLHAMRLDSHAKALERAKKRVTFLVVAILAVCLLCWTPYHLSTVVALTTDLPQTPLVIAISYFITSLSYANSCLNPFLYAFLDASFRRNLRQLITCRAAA
MEKK2 WT-MEK5: modulators of MEK5 binding to wildtype MEKK2, primary screen, biochemical, multiplex bead flow cytometry, Alexa488-MEK5; Alexa488-MEK5 binding to MEKK2 WT; actives lie on both sides; binding response (% of control), % at 10 µM; actives 1.1% (n = 290,000); AID 1531, 2009; in the data active = binding response below about 67% or above about 130%
MEKK3 PB1 HTS: modulators of MEKK3-MEK5 PB1 binding, primary screen, biochemical, wildtype MEKK3, multiplex bead flow cytometry, Alexa488-MEK5; actives 1.4% (n = 290,000); binding response (% of control), % at 10 µM; bead-based flow cytometry, Alexa488-MEK5 binding to MEKK3; actives lie on both sides; 0 = blocked by unlabeled MEK5, 100 = vehicle; Mitogen-activated protein kinase kinase kinase 3 (Homo sapiens), Q99759;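 active = binding response more than 3 SD above or below the average of its plate-row segment, actives on both sides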;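 also: Alexa488 bead fluorescence after subtracting the streptavidin-only scavenger bead signal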
NALP1 yeast inh: NALP1 inflammasome inhibitors in reconstituted yeast, colorimetric, S. cerevisiae, triplicate retest; S. cerevisiae NALP1/ASC/caspase-1 growth, X-gal OD620, 72 h; inhibition, % at 10 µM; actives 0.61% (n = 280,000); AID 2071, 2009; in the data active = inhibition mostly above about 24%, no sharp cut-off; inactive = mostly below about 32%; also: some compounds called inactive have numbers as strong as hits
MEKK2mut PB1 HTS: MEK5 binding signal on mutant MEKK2 PB1, primary screen, biochemical, multiplex bead flow cytometry, Alexa488-MEK5. AID 1530, 2009. actives 0.35% (n = 290,000). Alexa488-MEK5 binding to MEKK2 mutant. percent response, % at 10 µM; in the data active = percent response above about 24%, passing the limit was not always enough; also: inactives centre near 1; some results filed as inactive read as strong as hits; reference of the scale not given here
PfM18AAP inh: PfM18AAP inhibitors, malaria aminopeptidase, primary screen, biochemical, QFRET, recombinant enzyme; M18 aspartyl aminopeptidase (Plasmodium falciparum 3D7); H-Glu-NHMec fluorogenic cleavage; inhibition, % at 7.35 µM; actives 1.2% (n = 290,000); AID 1822, 2009;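 active = inhibition above the campaign mean inhibition over all tested compounds plus 3 SD, cut at about 28% in these data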;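 also: 0% = plate median of test compound wells and 100% = 2 mM ZnCl2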
PHOSPHO1 block: PubChem AID 1565. Phosphoethanolamine/phosphocholine phosphatase (Homo sapiens), Q8TCT1. recombinant PHOSPHO1, absorbance phosphatase assay. inhibition, % at 13.3 µM. actives 1.1% (n = 290,000); in the data active = inhibition above about 60%
Target sequence (Q8TCT1 whole entry, looked up): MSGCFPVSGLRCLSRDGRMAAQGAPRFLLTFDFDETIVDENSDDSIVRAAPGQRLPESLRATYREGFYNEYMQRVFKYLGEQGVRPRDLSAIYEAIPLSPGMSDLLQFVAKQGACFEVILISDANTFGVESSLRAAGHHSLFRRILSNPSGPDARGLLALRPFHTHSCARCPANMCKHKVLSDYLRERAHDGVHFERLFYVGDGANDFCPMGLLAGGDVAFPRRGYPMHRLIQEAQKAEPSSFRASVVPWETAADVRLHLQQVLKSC
OXTR ag: human OXTR agonists, primary screen, fluorescence, CHO-OTR cells, Fluo-8 calcium; Oxytocin receptor (Homo sapiens), P30559; Fluo-8 calcium fluorescence; normalized: DMSO 0%, oxytocin 100%; activation, % at 3 µM; actives 0.32% (n = 320,000); AID 2435, 2010;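 active = activation above the mean of all tested compounds plus 3 SD, cutoff set per screening run, cut at about 20% in these data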;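 also: peak over basal fluorescence ratio from a 100 s FLIPR kinetic read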
Target sequence (P30559 whole entry, looked up): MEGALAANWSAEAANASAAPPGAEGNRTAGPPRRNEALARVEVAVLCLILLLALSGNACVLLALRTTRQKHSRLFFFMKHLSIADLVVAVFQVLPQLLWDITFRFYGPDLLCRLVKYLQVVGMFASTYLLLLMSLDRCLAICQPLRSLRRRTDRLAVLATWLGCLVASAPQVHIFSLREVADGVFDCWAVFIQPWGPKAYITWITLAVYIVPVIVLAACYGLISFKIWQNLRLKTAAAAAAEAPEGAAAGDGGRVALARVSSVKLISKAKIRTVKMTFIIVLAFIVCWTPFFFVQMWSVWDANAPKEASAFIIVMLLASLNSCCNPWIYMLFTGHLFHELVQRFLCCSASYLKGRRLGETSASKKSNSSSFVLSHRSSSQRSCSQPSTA
Numbers without * were called inactive.

For COc1cc(C(=O)NCCc2cn3ccccc3n2)cc(OC)c1OC the results were DNA FID counter -2, GPR7 antag 11, MEKK2 WT-MEK5 104, MEKK3 PB1 HTS 99, MEKK2mut PB1 HTS 5, PfM18AAP inh -11, PHOSPHO1 block 29 and OXTR ag 0.6.
`O=C(CCOc1ccccc1)Nc1cccc([N+](=O)[O-])c1` gave DNA FID counter 5, GPR7 antag 3, MEKK2 WT-MEK5 103, MEKK3 PB1 HTS 112, NALP1 yeast inh 1, MEKK2mut PB1 HTS -6, PfM18AAP inh -4, PHOSPHO1 block 32 and OXTR ag -0.3.
`CC1(C)C(=O)C2(C(=O)NCc3ccccc3)CCC1C2` (stereo not given) gave DNA FID counter -4, GPR7 antag -8, MEKK2 WT-MEK5 103, MEKK3 PB1 HTS 101, NALP1 yeast inh 0, MEKK2mut PB1 HTS 3, PfM18AAP inh 2, PHOSPHO1 block -4 and OXTR ag -0.3.
`COc1ccc(NC(=O)C2CCC(=O)N2S(=O)(=O)c2ccc(C)cc2)cc1Cl` (stereo not given) gave DNA FID counter -6, GPR7 antag -5, MEKK2 WT-MEK5 94, MEKK3 PB1 HTS 96, NALP1 yeast inh 34, MEKK2mut PB1 HTS -7, PfM18AAP inh -9, PHOSPHO1 block 35 and OXTR ag -1.4.
`O=C(CN1C(=O)/C(=C/c2ccccc2)SC1=S)N1CCN(CCc2ccccn2)CC1` gave DNA FID counter -26, GPR7 antag -2, MEKK2 WT-MEK5 102, MEKK3 PB1 HTS 100, NALP1 yeast inh 3, MEKK2mut PB1 HTS -1, PfM18AAP inh -5, PHOSPHO1 block 3 and OXTR ag 7.5.
`O=S(=O)(c1cccc(-c2nnco2)c1)N1CCOCC1` gave DNA FID counter 3, GPR7 antag -7, MEKK2 WT-MEK5 96, MEKK3 PB1 HTS 101, NALP1 yeast inh 13, MEKK2mut PB1 HTS -3, PfM18AAP inh 0, PHOSPHO1 block 9 and OXTR ag 0.2.
For COC/C=C/C1=CC2=CC(=O)C(C)(OC(=O)c3cnc4ccccc4n3)C(=O)C2=CN1Cc1ccc(OC)cc1 (stereo not given) the results were MEKK2 WT-MEK5 90, MEKK3 PB1 HTS 90, MEKK2mut PB1 HTS -10, PHOSPHO1 block 31 and OXTR ag -1.4.
Screening CC(C)NC(=O)NC(=O)COC(=O)c1ccccc1F returned DNA FID counter -3, GPR7 antag -13, MEKK2 WT-MEK5 107, MEKK3 PB1 HTS 103, NALP1 yeast inh 26, MEKK2mut PB1 HTS 12, PfM18AAP inh 2, PHOSPHO1 block 1 and OXTR ag -0.5.
`O=S(=O)(c1cnc(Cl)c(Cl)c1)N1CCCc2ccccc21` gave DNA FID counter -4, GPR7 antag 30*, MEKK2 WT-MEK5 98, MEKK3 PB1 HTS 109, NALP1 yeast inh 24, MEKK2mut PB1 HTS -2, PfM18AAP inh -12, PHOSPHO1 block 10 and OXTR ag -1.7.
`COc1ccccc1N1CCN(c2cc(N3CCCC3)nc(C)n2)CC1` gave DNA FID counter -2, GPR7 antag 0, MEKK2 WT-MEK5 102, MEKK3 PB1 HTS 99, NALP1 yeast inh 19, MEKK2mut PB1 HTS 0, PfM18AAP inh 0, PHOSPHO1 block -24 and OXTR ag -0.3.
CC(=O)Nc1c(O)[nH]c2ccccc12 was read as DNA FID counter -2, GPR7 antag -17, MEKK2 WT-MEK5 103, MEKK3 PB1 HTS 101, NALP1 yeast inh 31, MEKK2mut PB1 HTS 3, PfM18AAP inh -12, PHOSPHO1 block -3 and OXTR ag -0.2.
For O=C(Nc1nc(-c2ccc(S(=O)(=O)N3CCCC3)cc2)cs1)C1COc2ccccc2O1 (stereo not given) the results were DNA FID counter -20, GPR7 antag 2, MEKK2 WT-MEK5 95, MEKK3 PB1 HTS 101, NALP1 yeast inh 6, MEKK2mut PB1 HTS 2, PfM18AAP inh 5, PHOSPHO1 block -7 and OXTR ag 1.1.
For COc1ccc(NC(=O)CSc2nc(C)cs2)cc1OC the results were DNA FID counter -9, GPR7 antag 12, MEKK2 WT-MEK5 106, MEKK3 PB1 HTS 107, NALP1 yeast inh -3, MEKK2mut PB1 HTS 12, PfM18AAP inh 8, PHOSPHO1 block 10 and OXTR ag -1.6.
`CC(=O)/C=C1\N(C)c2ccc(C)cc2C1(C)C` gave DNA FID counter -5, GPR7 antag -7, MEKK2 WT-MEK5 85, MEKK3 PB1 HTS 95, NALP1 yeast inh -6, MEKK2mut PB1 HTS -9, PfM18AAP inh 5, PHOSPHO1 block -5 and OXTR ag -1.6.
Screening COC(=O)C1=C(C(=O)OC)C(c2cc([N+](=O)[O-])ccc2O)c2sc(=O)[nH]c2S1 (stereo not given) returned DNA FID counter -4, GPR7 antag -10, MEKK2 WT-MEK5 91, MEKK3 PB1 HTS 98, NALP1 yeast inh 4, MEKK2mut PB1 HTS -1, PfM18AAP inh 21, PHOSPHO1 block 18 and OXTR ag 0.5.
Screening COc1ccccc1N(C(=O)NCc1ccccc1)C1=NCC(C)S1 (stereo not given) returned DNA FID counter -23, GPR7 antag -2, MEKK2 WT-MEK5 97, MEKK3 PB1 HTS 102, NALP1 yeast inh 27, MEKK2mut PB1 HTS 2, PfM18AAP inh -8, PHOSPHO1 block 7 and OXTR ag -1.1.
For Cc1cc(=O)[nH]c(N/N=C/c2cccc([N+](=O)[O-])c2)n1 the results were DNA FID counter 2, GPR7 antag -5, MEKK2 WT-MEK5 118, MEKK3 PB1 HTS 99, NALP1 yeast inh 30, MEKK2mut PB1 HTS 8, PfM18AAP inh 4, PHOSPHO1 block -9 and OXTR ag -0.1.
`CCOc1ccc(NC(=O)CN(c2ccc(C)cc2)S(=O)(=O)c2c(C)nn(C)c2C)cc1` gave DNA FID counter -41, GPR7 antag 19, MEKK2 WT-MEK5 94, MEKK3 PB1 HTS 95, NALP1 yeast inh -24, MEKK2mut PB1 HTS -8, PfM18AAP inh 18, PHOSPHO1 block 24 and OXTR ag -1.9.
COc1ccc(N(C(=O)c2cccnc2)S(=O)(=O)c2cccs2)cc1 was read as DNA FID counter -3, GPR7 antag -5, MEKK2 WT-MEK5 96, MEKK3 PB1 HTS 101, NALP1 yeast inh 9, MEKK2mut PB1 HTS -1, PfM18AAP inh 2, PHOSPHO1 block 57 and OXTR ag -0.8.
COc1cccc(-c2cc(C(=O)N/N=C/c3ccc(OC)c(COC(C)=O)c3)c3ccccc3n2)c1 was read as DNA FID counter -4, GPR7 antag -4, MEKK2 WT-MEK5 110, MEKK3 PB1 HTS 116, NALP1 yeast inh -2, MEKK2mut PB1 HTS 16, PfM18AAP inh 9, PHOSPHO1 block 36 and OXTR ag -0.6.
CC(=O)N1CCc2c(sc(NC(=O)c3ccc4c(c3)OCCO4)c2C#N)C1 was read as DNA FID counter -12, GPR7 antag -7, MEKK2 WT-MEK5 110, MEKK3 PB1 HTS 108, MEKK2mut PB1 HTS 10, PfM18AAP inh 6, PHOSPHO1 block 5 and OXTR ag -0.4.
Cn1nnnc1SCC(=O)N1CCCCC1 was read as DNA FID counter -2, GPR7 antag 4, MEKK2 WT-MEK5 96, MEKK3 PB1 HTS 102, NALP1 yeast inh 16, MEKK2mut PB1 HTS -3, PfM18AAP inh -3, PHOSPHO1 block 12 and OXTR ag 0.4.
Screening CN1CCN(C(=O)CN(c2cccc(Br)c2)S(=O)(=O)c2ccccc2)CC1 returned DNA FID counter 18, GPR7 antag -9, MEKK2 WT-MEK5 102, MEKK3 PB1 HTS 100, NALP1 yeast inh 24, MEKK2mut PB1 HTS -4, PfM18AAP inh -9, PHOSPHO1 block 18 and OXTR ag 0.8.
C#Cc1ccc([C@H]2C=C(C(=O)NCc3nc4ccccc4[nH]3)O[C@@H](OCC)[C@@H]2CCCO)cc1 was read as MEKK2 WT-MEK5 106, MEKK3 PB1 HTS 103, MEKK2mut PB1 HTS 2 and OXTR ag 0.7.
O=C(OCCN1CCOCC1)c1ccc(O)cc1 was read as DNA FID counter 2, GPR7 antag -1, MEKK2 WT-MEK5 100, MEKK3 PB1 HTS 104, NALP1 yeast inh 17, MEKK2mut PB1 HTS -1, PfM18AAP inh 0, PHOSPHO1 block 29 and OXTR ag 1.7.
`CCN1CCN(CCNC(=O)CCc2c(C)c3c(C)nn(-c4ccccc4)c3n(C)c2=O)CC1` gave DNA FID counter 21, GPR7 antag -2, MEKK2 WT-MEK5 115, MEKK3 PB1 HTS 95, NALP1 yeast inh 12, MEKK2mut PB1 HTS 5, PfM18AAP inh -1, PHOSPHO1 block 10 and OXTR ag 0.6.
Screening O=C(O)CC/C(=N\NC(=O)c1ccccc1)c1cccs1 returned DNA FID counter 1, GPR7 antag 2, MEKK2 WT-MEK5 97, MEKK3 PB1 HTS 103, NALP1 yeast inh 17, MEKK2mut PB1 HTS -6, PfM18AAP inh -14, PHOSPHO1 block 28 and OXTR ag -0.9.
O=C(NCC1CCCO1)c1ccc(COc2ccccc2)cc1 (stereo not given) was read as DNA FID counter -23, GPR7 antag -3, MEKK2 WT-MEK5 104, MEKK3 PB1 HTS 102, NALP1 yeast inh 6, MEKK2mut PB1 HTS 5, PfM18AAP inh -6, PHOSPHO1 block 25 and OXTR ag -0.5.
Screening Cc1cc(OCC(=O)N2CCOCC2)ccc1[N+](=O)[O-] returned DNA FID counter -6, GPR7 antag 1, MEKK2 WT-MEK5 97, MEKK3 PB1 HTS 98, MEKK2mut PB1 HTS -2, PfM18AAP inh 1, PHOSPHO1 block 10 and OXTR ag 0.6.
O=C(NCc1ccco1)c1cc2c(s1)CCCCC2 was read as DNA FID counter -5, GPR7 antag -3, MEKK2 WT-MEK5 98, MEKK3 PB1 HTS 99, NALP1 yeast inh 38, MEKK2mut PB1 HTS 5, PfM18AAP inh 10, PHOSPHO1 block -7 and OXTR ag -2.0.
`COc1ccc(OC)c(CCNC(=O)CCn2nc(C)c3c(C)n(-c4ccccc4)nc3c2=O)c1` gave DNA FID counter -54, GPR7 antag -7, MEKK2 WT-MEK5 102, MEKK3 PB1 HTS 99, NALP1 yeast inh 18, MEKK2mut PB1 HTS 2, PfM18AAP inh 0, PHOSPHO1 block 10 and OXTR ag -0.7.
`Cc1ccc(Sc2ncccc2COC(=O)Nc2ccccc2)cc1` gave DNA FID counter -16, GPR7 antag -2, MEKK2 WT-MEK5 100, MEKK3 PB1 HTS 102, NALP1 yeast inh 4, MEKK2mut PB1 HTS -3, PfM18AAP inh 10, PHOSPHO1 block 18 and OXTR ag -1.6.
COc1cc(/C=N/Nc2ccnc(=O)[nH]2)ccc1O was read as DNA FID counter -6, GPR7 antag -17, MEKK2 WT-MEK5 104, MEKK3 PB1 HTS 105, NALP1 yeast inh -13, MEKK2mut PB1 HTS 4, PfM18AAP inh 9 and PHOSPHO1 block 15.

Grouped by structure, those above containing a Cl atom (2)
`COc1ccc(NC(=O)C2CCC(=O)N2S(=O)(=O)c2ccc(C)cc2)cc1Cl` (stereo not given) gave DNA FID counter -6, GPR7 antag -5, MEKK2 WT-MEK5 94, MEKK3 PB1 HTS 96, NALP1 yeast inh 34, MEKK2mut PB1 HTS -7, PfM18AAP inh -9, PHOSPHO1 block 35 and OXTR ag -1.4.
`O=S(=O)(c1cnc(Cl)c(Cl)c1)N1CCCc2ccccc21` gave DNA FID counter -4, GPR7 antag 30*, MEKK2 WT-MEK5 98, MEKK3 PB1 HTS 109, NALP1 yeast inh 24, MEKK2mut PB1 HTS -2, PfM18AAP inh -12, PHOSPHO1 block 10 and OXTR ag -1.7.
